# Screening data as filed in PubChem BioAssay.
# inhibitors of VEEV: inhibitors of VEEV TC-83 cytopathic effect, confirmation, Vero cells (AID 588727) | Vero cells, VEEV TC-83 cytopathic effect inhibition; higher % means a stronger effect | inhibition, % at 20 µM, or IC50 in µM where a hit was titrated | 0.13% of 350,000 active; in the data active means a potency from the dose series; inconclusive means inhibition mostly from about 14% at the one dose, without a potency; inactive means the rest, 99 in 100 with inhibition below about 12%; further: strong numbers were not always called active
# tuberculosis growth: growth inhibition of non-replicating M. tuberculosis (AID 488890) | Mycobacterium tuberculosis non-replicating, growth inhibition; higher % means a stronger effect | inhibition, % at 25 µM, or IC50 in µM where a hit was titrated | 0.39% of 320,000 active; in the data active means a potency from the dose series; inconclusive means inhibition mostly from about 82% at the one dose, without a potency; inactive means the rest, 99 in 100 with inhibition below about 76%;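 further: plate controls were DMSO cells for no effect and high antibiotic wells for full effect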
# PhoP GFP inhibition: PhoP regulon inhibitors, Salmonella typhi PhoP promoter GFP reporter, confirmatory (AID 1850); Salmonella Typhi PhoP-promoter GFP reporter, fluorescence, 4 h; higher % means a stronger effect; inhibition, % at 50 µM; hits with a dose series show IC50 in µM; 0.33% of 310,000 active; in the data active means a potency from the dose series; inconclusive means inhibition mostly from about 25% at the one dose, without a potency; inactive means the rest, 99 in 100 with inhibition below about 19%;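 further: 0% = induced wells with vehicle and 100% = uninduced wells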
# M. tuberculosis HTS: M. tuberculosis growth inhibition, HTS (AID 449762); M. tuberculosis H37Rv growth inhibition, 7H9 media; higher % means a stronger effect; inhibition, % at 25 µM; hits with a dose series show IC50 in µM; 0.59% of 330,000 active; in the data active means a potency from the dose series; inconclusive means inhibition above about 70% without an active follow-up result;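 further: bacterial growth assessed after seven days of incubation; strong numbers were not always called active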
# influenza NS1A: H1N1 influenza NS1A inhibitors, functional cell based assay (AID 504329); NS1A functional cell-based assay, percent inhibition; higher % means a stronger effect; inhibition, % at 12.5 µM, or IC50 in µM where a hit was titrated; 0.3% of 340,000 active; in the data active means a potency from the dose series; inconclusive means inhibition above about 27% without an active follow-up result; further: strong numbers were not always called active
# inhibitors of VEEV 10K pilot screen: also measured in inhibitors of VEEV; calls as there; inhibition, %; measured here: 10K pilot screen inhibition
# * hit, by the source's call; i = inactive; ? = inconclusive; · = not tested or not shown; & = joins results of further samples.
SMILES,inhibitors of VEEV,tuberculosis growth,PhoP GFP inhibition,M. tuberculosis HTS,influenza NS1A,others
C=CCn1c(=N)n(CC(=O)OC)c2ccccc21,1.0%,-19%,14%,-10%,0%,
CO/N=C/c1c(-c2ccccc2)nn(C)c1Cl,i,4%,3%,3%,-17%,
Cc1ccccc1OCCC(=O)NCCc1ccc(S(N)(=O)=O)cc1,0.8%,-13%,-6%,-5%,1%,
O=C(NNC(=S)Nc1ccc(Cl)cc1)c1ccccc1OC(F)F,7.2%,76%,-3%,0%,2%,
O=C(Nc1cccc(-n2cnnn2)c1)c1ccc(OC(F)(F)F)cc1,1.8%,30%,-13%,1%,-9%,
COc1ccc(N2C(=O)CCC(C(=O)N3CCCCC3)C2c2ccc(F)cc2)cc1 (stereo unspecified),1.0%,6%,-9%,1%,-3%,
CC(C)c1nnc(NC(=O)CCC(=O)N2CCN(Cc3ccc(F)cc3)CC2)s1,i,31%,8%,-1%,1%,
OCCc1ccccc1,·,-10%,19%,-6%,·,
O=S1(=O)c2ccccc2N=NN1Cc1ccc(Cl)cc1,0.5%,18%,0%,-6%,5%,
CC(C)C[C@@H](CC#N)N1CCN(CCc2ccccc2)CCC1=O,0.4%,19%,-8%,-8%,0%,inhibitors of VEEV 10K pilot screen=1.2
CC1CCC(C(C)C)C(OCC(O)CNC(C)c2ccccc2)C1 (stereo unspecified),i,74%,-5%,12%,0%,
CCN1C(=O)c2ccc(C(=O)Nc3nccs3)cc2C1=O,0.6%,-5%,15%,-1%,6%,
CCC(O)c1cc2c(cc1NC(=O)c1ccc(C)cc1)OCCO2 (stereo unspecified),1.6%,-1%,-5%,4%,-80%,
O=C(CN(C(=O)CNC(=O)c1ccco1)c1ccc2c(c1)OCO2)NC1CCCCC1,i,-6%,-2%,-6%,-1%,
O=C(NCc1cccc(Cl)c1)NCc1cccc(Cl)c1,i,9%,5%,5%,-14%,
CC(C)(C)n1ncc(Oc2ccccc2[N+](=O)[O-])c(Cl)c1=O,i,4%,-3%,4%,-4%,
COc1ccccc1CNC(=O)COC(=O)CSc1ccc(Cl)cc1,0.1%,7%,-3%,8%,6%,
CCN(CC)c1ncnc2sc3c(c12)CCC3,6.7%,15%,8%,2%,-8%,
O=C(Oc1coc(CSc2nnc(NC(=O)C3CC3)s2)cc1=O)c1c(F)cccc1F,1.5%,4%,13%,-4%,1%,
Nc1cccn2c(-c3ccc(Cl)c(Cl)c3)cnc12,7.1%,55%,-8%,64%,11%,
COC(=O)c1ccc2nc(C3CCCCC3)c3c(c2c1)CCC3,0.0%,2%,2%,0%,-2%,
CC(NC(=O)CSc1nc2c(c(C(F)(F)F)n1)CCc1ccccc1-2)c1ccccc1 (stereo unspecified),6.2%,2%,3%,-3%,0%,
COc1ccccc1NC(=O)CSC1=NCCN1,2.1%,5%,-4%,-5%,-3%,
COc1ccc(Cl)cc1C(=O)N/N=C/c1ccc(N2CCOCC2)cc1,1.6%,6%,4%,-10%,-6%,
Cc1cc(NC(=O)CSc2n[nH]c(-c3ccc(Cl)cc3Cl)n2)no1,2.6%,-14%,·,7%,-4%,
C=CCn1c(Cc2cccs2)nnc1SCC(=O)Nc1ccc(OC)cc1,0.2%,17%,-4%,-2%,-1%,
CCOC(=O)c1cnc2ccc(Br)cc2c1NCCCN1CCOCC1,1.6%,22%,2%,-4%,-11%,
CC(C)OC(=O)CNc1n[nH]c(=S)[nH]c1=O,1.8%,·,·,·,-8%,
COc1cc2cc(CN(Cc3cccnc3)C(=O)Nc3ccccc3F)c(=O)[nH]c2cc1OC,2.7%,9%,-2%,6%,-3%,
Cc1cc(NS(=O)(=O)c2ccc(NC(=S)NC(=O)c3ccc(C(C)(C)C)cc3)cc2)no1,7.7%,67%,-5%,46%,-10%,

# 15 entries already listed, sorted by count of non-hydrogen atoms, ascending.
SMILES,inhibitors of VEEV,tuberculosis growth,PhoP GFP inhibition,M. tuberculosis HTS,influenza NS1A,others
OCCc1ccccc1,·,-10%,19%,-6%,·,
CC(C)OC(=O)CNc1n[nH]c(=S)[nH]c1=O,1.8%,·,·,·,-8%,
CCN(CC)c1ncnc2sc3c(c12)CCC3,6.7%,15%,8%,2%,-8%,
COc1ccccc1NC(=O)CSC1=NCCN1,2.1%,5%,-4%,-5%,-3%,
O=S1(=O)c2ccccc2N=NN1Cc1ccc(Cl)cc1,0.5%,18%,0%,-6%,5%,
CCN1C(=O)c2ccc(C(=O)Nc3nccs3)cc2C1=O,0.6%,-5%,15%,-1%,6%,
CC(C)(C)n1ncc(Oc2ccccc2[N+](=O)[O-])c(Cl)c1=O,i,4%,-3%,4%,-4%,
COC(=O)c1ccc2nc(C3CCCCC3)c3c(c2c1)CCC3,0.0%,2%,2%,0%,-2%,
CC1CCC(C(C)C)C(OCC(O)CNC(C)c2ccccc2)C1 (stereo unspecified),i,74%,-5%,12%,0%,
COc1ccccc1CNC(=O)COC(=O)CSc1ccc(Cl)cc1,0.1%,7%,-3%,8%,6%,
COc1ccc(Cl)cc1C(=O)N/N=C/c1ccc(N2CCOCC2)cc1,1.6%,6%,4%,-10%,-6%,
C=CCn1c(Cc2cccs2)nnc1SCC(=O)Nc1ccc(OC)cc1,0.2%,17%,-4%,-2%,-1%,
O=C(Oc1coc(CSc2nnc(NC(=O)C3CC3)s2)cc1=O)c1c(F)cccc1F,1.5%,4%,13%,-4%,1%,
Cc1cc(NS(=O)(=O)c2ccc(NC(=S)NC(=O)c3ccc(C(C)(C)C)cc3)cc2)no1,7.7%,67%,-5%,46%,-10%,
COc1cc2cc(CN(Cc3cccnc3)C(=O)Nc3ccccc3F)c(=O)[nH]c2cc1OC,2.7%,9%,-2%,6%,-3%,

# Remaining list, next part
SMILES,inhibitors of VEEV,tuberculosis growth,PhoP GFP inhibition,M. tuberculosis HTS,influenza NS1A,others
COc1ccc(C(CC(=O)O)NC(=O)C(c2ccccc2)c2ccccc2)cc1 (stereo unspecified),0.6%,-9%,9%,8%,-5%,
Cc1ccc(-c2csc(/C(C#N)=C/Nc3ccccc3SC(F)(F)F)n2)cc1,0.5%,-20%,-7%,-4%,-1%,
CCCn1c(SCC(=O)NC2CCCC2)nnc1-c1cccnc1,1.3%,-6%,3%,7%,13%,
Cc1ccc(N2CC(C(=O)NCCCn3ccnc3)CC2=O)cc1 (stereo unspecified),1.2%,7%,1%,0%,-2%,
CC(C(=O)NCCc1ccc(S(N)(=O)=O)cc1)N1C(=O)CC(C)(C)Sc2ccccc21 (stereo unspecified),0.6%,16%,-1%,-2%,-3%,
COc1ccc(S(=O)(=O)N2CCC(CN3C(=O)c4cccc5cccc(c45)C3=O)CC2)cc1,0.5%,38%,-8%,-2%,3%,
O=C(Nc1nc(-c2ccccn2)cs1)c1cc(S(=O)(=O)N2CCOCC2)ccc1F,8.2%,?,·,?,7.2µM*,
COc1ccc(C(NCC(=O)Nc2c(C)cccc2C)c2ccccc2)cc1 (stereo unspecified),1.1%,22%,-5%,3%,19%,
NC(=O)CSc1nc2scc(-c3ccco3)c2c(=O)n1-c1ccccc1,6.9%,10%,2%,2%,11%,
O=C(NCc1ccc2c(c1)OCO2)c1cc(-c2ccccc2Cl)on1,3.1%,16%,7%,-4%,-1%,
O=C(c1cc2cc(Br)ccc2o1)N1CCN(c2ccccc2)CC1,1.6%,2%,-2%,-5%,-14%,
O=C(Oc1cccc([N+](=O)[O-])c1)C1CCN(C(=O)c2ccc(F)cc2)CC1,2.6%,-6%,-13%,-14%,-2%,
CCC(C)c1ccc(NC(=O)c2cccs2)cc1 (stereo unspecified),0.5%,53%,-9%,51%,1%,
O=S1(=O)[C@H]2C[C@@H]3C=C[C@@]2(CN1Cc1cccc(Cl)c1)O3,1.1%,-2%,0%,-4%,-1%,
CC(=O)Nc1ccc(Nc2nc(C)cc(C)n2)cc1,i,-7%,4%,-2%,1%,
COc1ccc(S(=O)(=O)N2CCOCC2)cc1NC(=O)CN1C(=O)NC(C)(C2CC2)C1=O (stereo unspecified),2.5%,9%,·,-16%,-5%,
COc1ccc(NC(=O)CN2C(=O)NC(C)(c3ccccc3)C2=O)cc1Cl (stereo unspecified),1.2%,7%,0%,6%,0%,
CN(C)S(=O)(=O)c1ccc(N2CCCC2)c(C(=O)NNC(=O)c2ccc(Br)cc2)c1,11%,-1%,3%,-3%,-4%,
CCCN(C(=O)CSc1nnc(-c2ccoc2C)n1N)C1CCS(=O)(=O)C1 (stereo unspecified),4.8%,-21%,8%,-8%,3%,
Cc1ccc(C(=O)N/N=C/c2cccc3ccccc23)cn1,i,5.9µM*,0%,-2%,·,
NS(=O)(=O)c1ccc(CCNc2nc(CN3CCOCC3)nc3sc4c(c23)CCC4)cc1,6.1%,9%,-10%,7%,-1%,
CS(=O)(=O)c1ccc(C(=O)NNC(=O)c2cc(-c3ccccc3)n[nH]2)cc1,1.6%,7%,·,8%,-20%,
Cc1cc(N(C)Cc2ccccc2)nc2cc(O)ccc12,2.5%,26%,-10%,17%,3%,
CN1CCN(C(=O)C2=C[C@H](c3coc4ccccc4c3=O)C[C@H](OCCCCO)O2)CC1,0.4%,3%,6%,-6%,16%,
CCCCOc1ncnc2c1[nH]c1ccc(C)cc12,·,29%,15%,-1%,·,
Cc1ccccc1-n1c(O)c(C=Nc2ccc(N(C)C)cc2)c(=O)[nH]c1=O,1.4%,33%,-5%,-5%,4%,
COc1ccc(-c2c(C)nn(-c3ccccc3)c2N)cc1OC,0.3%,-3%,3%,4%,2%,
CCCC(=O)Nc1nn(CC(C)C)c2nc3cc(C)ccc3cc12,0.2%,9%,10%,3%,5%,
Cc1onc(-c2ccccc2)c1C(=O)N1CCCSC1=Nc1ccccc1,2.1%&0.0%,-10%,3%,-1%,3%&2%,
Cc1cccc(C)c1OCc1cc(C(=O)N2CCN(c3ccc(F)cc3)CC2)no1,2.3%,24%,-1%,13%,-9%,
Fc1ccc(Cn2nnc3ccccc32)cc1,0.9%,30%,12%,3%,-27%,
CC(=O)NCc1ccc(-c2csc(N)n2)s1,4.3%,-6%,6%,-12%,16%,
Cc1c(C(=O)O)cnc2c([N+](=O)[O-])cnn12,1.7%,-5%,4%,-3%,-6%,
O=C(CCN1CCN(c2ccc(F)cc2)CC1)Nc1ccccc1F,1.2%,32%,1%,4%,-2%,
Cc1ccc(-c2nc(SCC(=O)N(C)C3CCS(=O)(=O)C3)[nH]c2-c2ccc(C)cc2)cc1 (stereo unspecified),i,18%,3%,8%,9%,
O=C(CCN1CCN(C(=O)c2ccccc2)CC1)c1ccc(Br)cc1,5.9%,?,117µM*,?,-6%,
Nc1c(C(=O)OCC2CCCO2)c2nc3ccccc3nc2n1-c1ccc2c(c1)OCCO2 (stereo unspecified),·,13%,-10%,5%,·,
O=C1CC(N2CCN(c3ccc(F)cc3)CC2)C(=O)N1Cc1ccc(N2CCCC2=O)cc1 (stereo unspecified),i,·,·,·,8%,
O=C(NCc1ccccn1)c1ccccc1Cl,2.3%,2%,-5%,-7%,-135%,
